High-throughput results from PubChem.
GPR55 LPI antagonism = inhibition of LPI-stimulated GPR55 beta-arrestin translocation – imaging, U2OS, beta-arrestin-GFP, LPI agonist, primary screen (AID 2013); hit rate 0.13% among 290,000; U2OS GPR55 beta-arrestin-GFP translocation imaging, LPI antagonism; higher % means a stronger effect; one-dose inhibition, % at 10 µM; IC50 in µM for titrated hits;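 active = spots per cell inhibited over 60%, with over 100 cells counted and total cytoplasm intensity under 500,000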;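 also: U2OS cells stably carrying GPR55 and arrestin-GFP stimulated by 5 µM LPI near EC80; imaged beta-arrestin-GFP aggregate spots per cell after agonist stimulation; plate controls were LPI-stimulated DMSO wells for no effect and DMSO wells without LPI for full effect; some results filed as inactive read as strong as hits; confirmed hits need IC50 under 10 µM and bright autofluorescent wells are also inconclusive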
HIV peptide binding = inhibitors of HIV fusion peptide binding, primary screen, biochemical, uHTS, fluorescence dequenching (AID 1986) | cell-free peptide binding, fluorescence dequenching, 30 min; higher % means a stronger effect | one-dose inhibition, % at 20 µM; IC50 in µM for titrated hits | hit rate 0.3% among 290,000; in the data active = inhibition mostly above about 52%, no sharp cut-off; inactive = mostly below about 76%; also: some results filed as inactive read as strong as hits
AID2073 = inhibitors of Mint1-CaV2.2 protein interaction, biochemical, HTRF (AID 2073). HTRF protein-protein interaction, Mint1-CaV2.2; higher % means a stronger effect. one-dose inhibition, % at 20 µM; IC50 in µM for titrated hits. hit rate 0.19% among 290,000; in the data active = inhibition mostly above about 51%, no sharp cut-off; also: some results filed as inactive read as strong as hits
Siah-1 displacement = blockers of Siah-1 interaction with plectin peptide – biochemical, fluorescence polarization, rhodamine-plectin, uHTS, primary screen (AID 1817); Siah-1 / rhodamine-plectin peptide fluorescence polarization; higher % means a stronger effect; displacement, % at 20 µM, or IC50 in µM where a hit was titrated; hit rate 0.02% among 290,000;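 active = displacement of at least 50% at 20 µM, with a fluorescence ratio check between 0.3 and a set limit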;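 also: plate controls were Siah plus tracer with DMSO for no effect and tracer alone without Siah for full effect; strong numbers were not always called active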
UTI89 phage lysis = inhibition of K1F phage lysis, E. coli UTI89, bacterial capsule biogenesis inhibitors, alamar blue (AID 488966); E. coli UTI89 K1F phage lysis, alamar blue, 2 h; higher % means a stronger effect; one-dose inhibition, % at 100 µM; IC50 in µM for titrated hits; hit rate 0.02% among 340,000;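 active = phage lysis inhibition, versus mean bacterial control, above a set limit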;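 also: capsule biogenesis inhibitors block K1F phage lysis so surviving cells raise fluorescence; higher fluorescence means more inhibition of phage lysis; actives were called in the ten point dose series up to 300 µM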
GPR35 arrestin U2OS = GPR35 antagonists blocking zaprinast-driven arrestin recruitment, primary screen, imaging, U2OS, beta-arrestin-GFP, zaprinast agonist (AID 2058); inhibition, % at 10 µM; hits with a dose series show IC50 in µM; hit rate 0.052% among 290,000; U2OS GPR35 beta-arrestin-GFP translocation imaging, zaprinast antagonism; higher % means a stronger effect;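 active = inhibition of at least 50% with at least 30 cells and total cytoplasm GFP at most 10,000,000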
Dengue-2 NS5 capping = flavivirus cap methylation enzyme inhibition – biochemical, confirmation dose response, primary screen (AID 588689) | Dengue-2 NS5 methyltransferase capping enzyme assay, biochemical; higher % means a stronger effect | inhibition, % at 25 µM, or IC50 in µM where a hit was titrated | hit rate 0.3% among 340,000; in the data active = a potency from the dose series
GPR55 activation = selective activators of receptor GPR55 – imaging, U2OS cells, beta-arrestin-GFP redistribution, primary screen (AID 1961) | U2OS GPR55 beta-arrestin-GFP redistribution imaging; higher % means a stronger effect | activation, % at 10 µM, or EC50 in µM where a hit was titrated | hit rate 0.048% among 290,000;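 active = activation above 40% with more than 50 cells counted in the well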;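 also: U2OS osteosarcoma cells stably expressing GPR55 and beta-arrestin-GFP; plate controls were DMSO negative control for no effect and LPI positive control for full effect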
NTR1 ag = NTR1-driven beta-arrestin-GFP spot formation – imaging, U2OS cells, high content, primary screen (AID 493036); P30989; agonist mode; hit rate 0.17% among 330,000; activation, % at 20 µM;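 active = activation at or above 40% of the spot to cytoplasm intensity ratio, with at least 20 cells analyzed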;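 also: 0% = DMSO without peptide and 100% = 100 nM NTR1 peptide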
Target sequence (P30989 whole entry, looked up): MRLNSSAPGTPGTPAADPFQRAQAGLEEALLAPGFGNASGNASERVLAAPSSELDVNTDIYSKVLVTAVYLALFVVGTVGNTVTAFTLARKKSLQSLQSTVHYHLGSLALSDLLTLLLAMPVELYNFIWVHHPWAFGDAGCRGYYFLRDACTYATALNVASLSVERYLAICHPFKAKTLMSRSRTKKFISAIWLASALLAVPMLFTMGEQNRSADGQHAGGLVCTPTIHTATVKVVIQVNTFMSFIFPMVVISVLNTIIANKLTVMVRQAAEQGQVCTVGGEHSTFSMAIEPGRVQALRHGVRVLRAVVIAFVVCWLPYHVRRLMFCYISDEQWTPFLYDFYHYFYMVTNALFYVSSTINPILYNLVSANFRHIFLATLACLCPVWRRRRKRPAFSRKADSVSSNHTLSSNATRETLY
NTR1 ag cell count 20 µM = recorded beside NTR1 ag, whose call it bears; cell count; measured here: cell count, cytotoxicity flag
Dengue-2 NS5 capping pilot replicate = second read-out of Dengue-2 NS5 capping, no call of its own (marks repeat the call); inhibition, %; measured here: pilot screen replicate inhibition
Starred values were filed as active, the others as inactive; · = no result given; & = joins results of further samples; [ ] = dose if it differs, or a comment.

SMILES | GPR55 LPI antagonism | HIV peptide binding | AID2073 | Siah-1 displacement | UTI89 phage lysis | GPR35 arrestin U2OS | Dengue-2 NS5 capping | GPR55 activation | NTR1 ag | NTR1 ag cell count 20 µM | others
Nc1nc(COc2ccccc2)cs1 | -4% | 2.4% | 0% | 3% | 3.7% | -2% | -6% | -0.1% | -1.4 | 63
COC(=O)c1cc(S(=O)(=O)N2CCCC2)c(Cl)cc1Cl | 0% | -0.3% | 0% | 0% | 1.0% | 14% | 1% | -0.1% | 6.9 | 58
Cc1cc(C=C(C#N)C#N)c(C)n1-c1ccccc1 | -7% | -1.7% | 6% | 2% | 0.9% | -6% | 0% | 0.2% | -1.1 | 43
O=C1CCC(C(=O)N2CCN(c3cnccn3)CC2)CN1CCc1cccc(F)c1 (stereo unspecified) | -3% | -1.1% | 56% | -9% | 0.5%[50 µM] | -10% | -3% | -0.1% | -0.1 | 70
COc1ccc(OC)c2c1sc(=NC(=O)C1CCCCC1)n2C | 1% | -3.0% | 10% | 1% | 0.7%[50 µM] | -7% | -6% | -0.3% | 3.8 | 72
O=C1CC(N2CCCN(C3CC(=O)N(c4ccc(F)cc4)C3=O)CC2)C(=O)N1c1ccc(F)cc1 (stereo unspecified) | -7% | 1.9% | 1% | 3% | -0.4% | -1% | -6% | 0.0% | -0.8 | 66
Cc1[nH]nc(N)c1-c1ccccc1 | 8% | -2.5% | -18% | 2% | 0.3% | 1% | -9% | -0.1% | 0.9 | 49
COc1ccc(OCC(=O)NC(=S)Nc2ccccc2F)cc1 | 14% | 0.5% | -6% | 7% | 0.2% | -1% | 0% | -0.3% | 1.3 | 71
COC(=O)C1=C(C)NC(C)=C(C(=O)OC)C1C(=O)OCC(=O)N1c2ccccc2CC1C (stereo unspecified) | -4% | -2.3% | 15% | -5% | -2.9%&0.4% | 1% | 3%&4% | -0.2% | 0.2 | 63
COC(=O)C1CCN(Cc2c(C(=O)N3C[C@@H](C)O[C@@H](C)C3)nc3ccc(Cl)cn23)CC1 | 6% | -1.1% | 14% | -4% | 0.5% | 33% | 5% | -0.1% | -1.8 | 50
CC1Oc2ccccc2C=C1/C=N/NC(=O)c1ccccc1O (stereo unspecified) | 0% | 5.8% | 13% | -1% | 3.6%[50 µM] | -14% | -7% | 0.0% | 3.3 | 65
O=C(CN1C(=O)c2cccc3cccc(c23)C1=O)N1CCCCCC1 | -11% | -0.3% | 5% | -2% | 3.4% | 8% | -6% | -0.1% | 3.0 | 55
O=C(COC(=O)c1cccs1)NCC1CCCO1 (stereo unspecified) | 1% | 1.3% | 24% | 2% | 0.9% | -1% | -6% | -0.3% | 0.3 | 35
COC(=O)CC1C(=O)NCCN1C(=O)c1ccc(Cl)cc1 (stereo unspecified) | 4% | -0.6% | -7% | 2% | -0.5% | -22% | -1% | -0.2% | -2.3 | 46
CC(Sc1ncc(C(F)(F)F)cc1Cl)C(=O)NCC1CCCO1 (stereo unspecified) | -2% | 0.9% | -4% | 8% | 0.3% | -11% | 1% | -0.4% | -0.4 | 52
CCOC(=O)N1CCN(c2nc(N(c3ccccc3)c3ccccc3)nc(-n3ccnc3)n2)CC1 | 85% | 0.1% | -1% | -1% | · | -1% | · | 0.4% | 22 | 58
O=C(NC1CCCC1)C(=O)N(Cc1cccnc1)C(C(=O)NC1CCCC1)c1ccco1 (stereo unspecified) | 4% | 1.2% | 5% | 2% | -0.1% | 3% | -12% | 0.2% | 1.2 | 45
COc1ccc(CNc2cc(C)ccn2)c(O)c1 | 10% | -1.3% | -3% | 5% | -0.1% | -9% | -1% | 0.0% | -0.5 | 87
CCOc1ccccc1NC(=O)CSc1nc2ccccc2nc1N1CCCC1 | 17% | 0.4% | 10% | -1% | 1.4% | 1% | -6% | 0.0% | 5.2 | 82
Cc1ccsc1/C=N/Nc1cccc(C(=O)O)c1 | 13% | 11% | 4% | 2% | 0.3% | 7% | 6% | 0.1% | -0.7 | 43
CC(=O)c1cc(F)c(N2CCOCC2)cc1C | 13% | 7.1% | -2% | -1% | 0.1% | 10% | -1% | 0.0% | -0.9 | 56
Cn1c(-c2ccncc2)nc2ccccc21 | -16% | -0.7% | 22% | 7% | 0.0% | -5% | -7% | 0.0% | 1.6 | 60
COCCn1c(SCC(=O)Nc2ccc(OC)c(S(N)(=O)=O)c2)nc2ccccc21 | 5% | 0.2% | -10% | 7% | 0.5% | 6% | -4% | -0.2% | 1.8 | 71
CC(C)(C)n1c(O)c2ccc(C(=O)N=NC(=O)c3ccccc3)cc2c1O | 7% | -0.5% | 14% | -2% | 1.8%[50 µM] | 24% | -5% | -0.1% | 0.7 | 77
CCOC(=O)C1CCCN(C(=O)c2ccc3c(=O)n(CCOC)c(=S)[nH]c3c2)C1 (stereo unspecified) | 0% | -1.0% | -44% | 1% | 7.5% | -16% | -10% | 0.8% | -0.4 | 100
O=C(CC1NC2CCCCC2NC1=O)Nc1ccc2c(c1)OCO2 (stereo unspecified) | 4% | -1.2% | 5% | -1% | 0.3% | -8% | -5% | 0.8% | 0.9 | 80
CCN(CC)CCNC(=O)/C(=N\O)c1ccccn1 | 10% | 0.8% | -2% | -2% | -0.5% | 8% | -4% | 0.2% | 4.2 | 34
O=C(O)CC1(CC(=O)Nc2cc(C(F)(F)F)cc(C(F)(F)F)c2)CCCCC1 | -13% | 17% | 17% | -2% | · | 1% | · | -0.2% | 1.4 | 50
Cc1cccc(NC(=O)Cc2ccc(F)cc2)c1 | -6% | -2.8% | -2% | 0% | 0.3% | 4% | -3% | -0.1% | -0.6 | 58
COn1c(=O)c(-c2ccccc2)[n+]([O-])c2ccccc21 | 5% | -2.0% | 23% | 1% | -0.1% | -8% | -1% | 0.0% | 1.0 | 79
Cc1nc(SCc2cccc(Oc3ccccc3)c2)n[nH]1 | 0% | -3.0% | -9% | 3% | 0.7% | -14% | 7% | 0.0% | 3.7 | 47
Cc1ccc(C(=O)Nc2ccccc2C(N)=O)o1 | 5% | 0.0% | -4% | -2% | 0.3% | -10% | -4% | -0.1% | 2.8 | 56
COc1ccc(C2C(C(=O)OCC3CCCO3)=C(C)NC3=C2C(=O)CC(c2ccco2)C3)cc1O (stereo unspecified) | -5% | 25% | 15% | -6% | 0.2% | -1% | 11% | -0.1% | 1.9 | 84 | Dengue-2 NS5 capping pilot replicate=-1.8
CCOc1ccccc1NC(=O)CCNC(=O)c1ccco1 | 0% | -1.1% | 13% | -1% | 0.4% | -6% | -9% | · | 1.2 | 46
Cc1cc(C)c(NC(=O)CCCN2CCN(C)CC2)c(C)c1 | -1% | 1.1% | -1% | -2% | 0.9%[50 µM] | 9% | -3% | 0.3% | 0.5 | 59
COC(=O)c1ccccc1NC(=O)NCc1ccccn1 | 6% | -0.3% | 1% | -2% | 0.4% | -6% | -2% | -0.1% | -1.5 | 99
Nc1nc2ncc(C(=O)c3cc(Cl)cc(Cl)c3O)cc2s1 | 5% | 24% | 44% | -2% | -0.1% | -4% | >100µM* | -0.1% | 0.0 | 62
CC(=O)N[C@@H](C)C(=O)N1CCC(n2nccc2NC(=O)CCCc2ccccc2)CC1 | -5% | -1.1% | 1% | -6% | 0.1% | 2% | 3% | -0.1% | -0.8 | 55
Cc1oc(C)c(C(=O)O)c1COc1ccc(C(=O)O)cc1 | 2% | 7.9% | -21% | 2% | -1.4% | -7% | -3% | 0.2% | -0.9 | 57
CCOc1ccccc1C(=O)NC(C(=O)NCc1ccc(F)cc1)C(C)C (stereo unspecified) | 8% | 0.8% | -2% | 0% | 0.1% | -10% | 5% | -0.6% | 0.8 | 49

Compounds listed so far with a COOH group:
SMILES | GPR55 LPI antagonism | HIV peptide binding | AID2073 | Siah-1 displacement | UTI89 phage lysis | GPR35 arrestin U2OS | Dengue-2 NS5 capping | GPR55 activation | NTR1 ag | NTR1 ag cell count 20 µM | others
Cc1ccsc1/C=N/Nc1cccc(C(=O)O)c1 | 13% | 11% | 4% | 2% | 0.3% | 7% | 6% | 0.1% | -0.7 | 43
O=C(O)CC1(CC(=O)Nc2cc(C(F)(F)F)cc(C(F)(F)F)c2)CCCCC1 | -13% | 17% | 17% | -2% | · | 1% | · | -0.2% | 1.4 | 50
Cc1oc(C)c(C(=O)O)c1COc1ccc(C(=O)O)cc1 | 2% | 7.9% | -21% | 2% | -1.4% | -7% | -3% | 0.2% | -0.9 | 57

Quoted at random: 2 records from the list, in no set order.
SMILES | GPR55 LPI antagonism | HIV peptide binding | AID2073 | Siah-1 displacement | UTI89 phage lysis | GPR35 arrestin U2OS | Dengue-2 NS5 capping | GPR55 activation | NTR1 ag | NTR1 ag cell count 20 µM | others
O=C(COC(=O)c1cccs1)NCC1CCCO1 (stereo unspecified) | 1% | 1.3% | 24% | 2% | 0.9% | -1% | -6% | -0.3% | 0.3 | 35
CCN(CC)CCNC(=O)/C(=N\O)c1ccccn1 | 10% | 0.8% | -2% | -2% | -0.5% | 8% | -4% | 0.2% | 4.2 | 34

Other entries:
SMILES | GPR55 LPI antagonism | HIV peptide binding | AID2073 | Siah-1 displacement | UTI89 phage lysis | GPR35 arrestin U2OS | Dengue-2 NS5 capping | GPR55 activation | NTR1 ag | NTR1 ag cell count 20 µM | others
CCOc1ccc(OCCN2C(=O)NC3(CCCc4ccccc43)C2=O)cc1 (stereo unspecified) | -3% | 0.6% | 1% | 1% | 1.5% | 24% | -2% | 0.0% | -1.6 | 56
COc1ccc(-c2nc3ccccc3c(=O)n2CCOc2cccc(C)c2C)cc1 | -17% | 1.7% | 1% | 2% | 0.1% | -13% | -2% | -0.1% | 0.8 | 88
CC(C)(C)N(NC(=O)Nc1ccc(Cl)cc1)C(=O)c1ccccc1 | 2% | -1.6% | -1% | -2% | -0.1% | 1% | -3% | -0.1% | 0.6 | 55
CCOC(=O)c1c(-c2ccccc2)c(C(C)=O)c(=O)n(C)c1C | -2% | 1.4% | 1% | -2% | 0.3% | 22% | 0% | -0.1% | 4.3 | 63
O=C(Cn1ncc2c([nH]c3ccccc32)c1=O)N1CCN(c2ccccc2F)CC1 | 1% | 0.2% | 22% | -2% | 0.4% | 1% | 6% | -0.3% | 0.8 | 54
O=C(Nc1cccc2ccccc12)C1CCN(C(=O)NCc2ccccc2)CC1 | 4% | 0.6% | 3% | 2% | 1.7% | 9% | -2% | -0.1% | -1.9 | 49
COC(=O)c1ccccc1N(Cc1ccccc1)S(C)(=O)=O | 4% | 3.7% | 4% | -2% | 0.2% | -14% | 0% | 0.2% | 0.1 | 41
